Source: PubChem (National Center for Advancing Translational Sciences (NCATS))
KCNH2 3.1 inh = KCNH2 3.1 (human) potassium channel inhibition | hit rate 0.95% among 340,000 | U2OS KCNH2 3.1, thallium flux FluxOr; stronger effect = lower value | activity change, % (tested at about 1.8 µM);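 active means maximum activity change below -70%; inconclusive means maximum activity change from -70% to -50%; inactive means maximum activity change above -50%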;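 further: thallium influx rate constant from kinetic fluorescence after stimulation buffer; on the % scale 0 is the no-effect control and ±100 the full control effect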
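Channel expression came from 3.1 mutant virus (1.77 x 10^8 /mL) applied to suspended U2OS cells for 4 h. Flux was tracked with FluxOr dye plus Red40 quencher, and kinetic rate constants normalized to controls.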
FLuc counter = inhibits or activates purified firefly luciferase, miR-21 counter-screen; P08659; purified FLuc, Km substrates, luminescence inhibition; Potency, µM (titrated, usually from 57.5 µM), for the others: at the highest dose activity change, negative = inhibition, most hits filed as inhibitors; hit rate 6.9% among 360,000; AID 588342;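 further: potency means the concentration at half of the fitted maximal effect; plate controls were vehicle for no effect and reference inhibitor for full effect; nearly all actives have a fitted effect of over 55% in size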
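Purified P. pyralis luciferase, 10 nM final, with Km-level 10 uM D-luciferin and 10 uM ATP in 50 mM Tris acetate pH 7.5, 10 mM Mg acetate, 0.01% Tween-20, 0.05% BSA; 6-point qHTS titration about 60 µM downward; luminescence read.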
Giardia kill = kills Giardia lamblia | Giardia lamblia trophozoite viability | activity change, % at 7.66 µM, hits read low | hit rate 0.15% among 340,000; in the data active means activity change below about -80%; inconclusive means between about -30% and that limit;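 further: parasites exposed to compound for two days anaerobically before the ATP read; on the % scale 0 is the no-effect control and ±100 the full control effect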
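Luminescence from cellular ATP indicates surviving trophozoites (100 cells/well) following 48 hrs anaerobic compound treatment at 37 deg C; signal develops 15-30 min at room temperature.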
uPA surface inh = blocks generation of uPA at the cell surface. cell surface uPA generation assay, qHTS. Potency, µM (doses to about 38.3 µM), for the others: top-dose activity change, negative = inhibition, usual class: inhibitors. hit rate 0.31% among 330,000; active means well fitted inhibition curve with a large enough effect; inconclusive means small, poorly fitted or top-dose-only effect; inactive means no such curve, though single readings can be large or run the other way; tested in mouse RAW 264.7 cells; further: potency means the concentration at half of the fitted maximal effect; on the % scale 0 is the no-effect control and ±100 the full control effect; nearly all actives have a fitted effect of over 55% in size
Tb PFK block = blocks T. brucei phosphofructokinase | O15648 | T. brucei PFK, ADP-Glo luminescence | Potency, µM (top dose mostly 57.5 µM), for inactives: at the top dose activity, negative = inhibition, most hits filed as inhibitors | hit rate 0.17% among 330,000 | AID 485367;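 further: potency means the concentration at half of the fitted maximal effect; 0% = uninhibited 1x PFK enzyme wells and -100% = no-enzyme wells; nearly all actives have a fitted effect of over 60% in size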
Target sequence (O15648 whole entry, looked up): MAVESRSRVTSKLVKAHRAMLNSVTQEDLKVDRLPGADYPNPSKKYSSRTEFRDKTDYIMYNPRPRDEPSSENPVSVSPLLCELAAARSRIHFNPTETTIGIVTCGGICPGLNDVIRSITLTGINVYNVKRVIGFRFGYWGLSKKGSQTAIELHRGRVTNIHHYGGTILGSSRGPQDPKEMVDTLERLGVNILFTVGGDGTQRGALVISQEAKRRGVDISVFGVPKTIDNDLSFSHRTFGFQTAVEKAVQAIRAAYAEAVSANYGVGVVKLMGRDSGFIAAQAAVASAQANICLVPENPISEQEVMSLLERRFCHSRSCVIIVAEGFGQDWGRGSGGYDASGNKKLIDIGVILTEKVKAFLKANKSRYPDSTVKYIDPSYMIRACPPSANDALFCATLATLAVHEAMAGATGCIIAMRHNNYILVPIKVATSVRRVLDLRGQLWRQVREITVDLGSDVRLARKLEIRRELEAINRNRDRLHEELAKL
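In TEA buffer at pH 8.0 with 5 mM MgCl2, enzyme (1.25 nM) converted F6P (0.5 mM) and ATP (0.1 mM) for 45 min at room temperature. ADP product was read by luciferase luminescence.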
Rab9 promoter act = Rab9 promoter activation; hit rate 2.8% among 320,000; Huh7 Rab9 promoter-luciferase reporter, luminescence, 24 h; AID 485297; Potency, µM (titrated, usually from 9.22 µM), without a hit: at the top dose activation, negative = inhibition, most hits filed as activators; further: potency means the concentration at half of the fitted maximal effect; % of control where 0% means no effect; nearly all actives have a fitted effect of over 60% in size
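Huh7 reporter line, Rab9 promoter upstream of luciferase. Compound exposure 24 h at 37 °C in reduced-serum medium with 10% FBS. Read-out: luminescence.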
VP16 counter = counter-screen for ROR gamma inhibitors: Gal4-VP16 reporter | Drosophila S2 Gal4-VP16 UAS-luciferase, luminescence, 20 h | Potency, µM (top dose mostly 53.6 µM), for the others: top-dose activity, negative = inhibition, usual class: inhibitors | hit rate 3.5% among 310,000 | AID 2546;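 further: Gal4-VP16 expression switched on by copper sulfate through the metallothionein promoter; potency means the concentration at half of the fitted maximal effect; on the % scale 0 is the no-effect control and ±100 the full control effect; nearly all actives have a fitted effect of over 50% in size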
ELG1 genotox = genotoxicity induction in ELG1-luciferase HEK293T cells | Potency, µM (highest dose often 46 µM), inactives show top-dose activity change, positive = activation, most hits filed as activators | hit rate 1.3% among 330,000 | HEK293T ELG1-luciferase reporter, luminescence, 16 h; further: potency means the concentration at half of the fitted maximal effect; % of control where 0% means no effect; nearly all actives have a fitted effect of over 60% in size
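HEK293T cells expressing luciferase-tagged ELG1 were treated with compound or DMSO for 16 hr at 37°C. Luciferase activity was then read after 30 min with ONE-Glo at room temperature; rising signal flags genetic stress.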
RORg inh = ROR gamma (mouse) transcription inhibition; P51450; Drosophila S2 Gal4-RORgamma UAS-luciferase reporter, 20 h; Potency, µM (series often up to 53.6 µM), inactives show at the top dose activity change, negative = inhibition, hits mostly inhibitors; hit rate 5.4% among 310,000; further: potency means the concentration at half of the fitted maximal effect; on the % scale 0 is the no-effect control and ±100 the full control effect; nearly all actives have a fitted effect of over 60% in size
Target sequence (P51450 whole entry, looked up, the tested form may be a part): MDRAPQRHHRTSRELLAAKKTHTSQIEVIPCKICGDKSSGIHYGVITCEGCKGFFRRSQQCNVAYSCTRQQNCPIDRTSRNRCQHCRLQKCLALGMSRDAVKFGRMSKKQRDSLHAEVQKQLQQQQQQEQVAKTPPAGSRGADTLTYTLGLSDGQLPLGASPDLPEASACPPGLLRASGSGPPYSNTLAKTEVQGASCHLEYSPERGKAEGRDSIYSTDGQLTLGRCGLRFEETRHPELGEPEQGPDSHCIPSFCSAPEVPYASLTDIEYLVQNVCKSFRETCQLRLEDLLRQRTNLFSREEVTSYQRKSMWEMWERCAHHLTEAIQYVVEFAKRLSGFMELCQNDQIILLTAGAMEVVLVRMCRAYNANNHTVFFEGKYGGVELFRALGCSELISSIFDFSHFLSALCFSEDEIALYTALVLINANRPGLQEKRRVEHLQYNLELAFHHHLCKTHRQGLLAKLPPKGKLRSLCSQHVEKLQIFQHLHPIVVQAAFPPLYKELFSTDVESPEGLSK
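Read-out: Photinus luciferase luminescence; inhibitors lower reporter signal. Insect Schneider cells with Gal4-ROR gamma fusion under metallothionein promoter, UAS reporter; 700 uM final copper sulfate induction, 20 hr, ambient temperature.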
NPC1 promoter act = activates the NPC1 promoter; Huh7 NPC1 promoter luciferase reporter, 24 h; Potency, µM (top dose mostly 9.22 µM), for the others: at the highest dose activation, actives largely listed as activators; hit rate 2.4% among 320,000; AID 485313;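 further: potency means the concentration at half of the fitted maximal effect; % of control where 0% means no effect; nearly all actives have a fitted effect of over 60% in size; reporter is driven by a mutant NPC1 promoter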
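Readout is luciferase luminescence, reflecting NPC1 promoter activation in stably transfected Huh7 cells after 24 h compound exposure at 37 °C in reduced-serum medium with 10% FBS.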
Coupling enz = counter-screen for Giardia aldolase inhibitors: coupling enzyme system; coupling enzyme system counterscreen, AmpLite Red fluorescence; activity change, negative = inhibition, % at 58.2 µM, hits read low; hit rate 0.67% among 290,000; AID 2472; in the data active means activity change below about -30%; further: on the % scale 0 is the no-effect control and ±100 the full control effect
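Final compound at 57.5 uM, incubated 10 min at RT with coupling enzyme reagent (glyceraldehyde-3-phosphate), then 20 min with substrate and AmpLite Red detection. Fluorescence read at 525/598 nm; tests interference with the coupling assay, not aldolase inhibition.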
An asterisk follows results filed as active; ? = inconclusive; / = no result given; & = joins results of further samples; [ ] = dose if it differs, or a comment. Unless noted, the call rests on the fitted dose curve; in most records, active means well fitted curve in the direction sought with a large enough effect; inconclusive means small, poorly fitted or top-dose-only effect, or another doubt; inactive means no such curve, though single readings can be large; an effect the other way counts as inactive or inconclusive.

SMILES	KCNH2 3.1 inh	FLuc counter	Giardia kill	uPA surface inh	Tb PFK block	Rab9 promoter act	VP16 counter	ELG1 genotox	RORg inh	NPC1 promoter act	Coupling enz
O=S(=O)(NC(=NCCc1ccc(Cl)cc1)c1ccccc1Cl)c1cccs1	19.7	-1.4%	-5.8	6.1%	0.1%	-2.2%	2.9%	-6.4%	21.5%	-3.9%	-4.5
O=C(COc1ccccc1F)Nc1nnc(-c2ccncc2)s1	-6.1	-11.4%	11.3	-1.1%	1.3%	-6.4%	-8.0%	-7.3%	-21.4%	-0.4%	1.2
CCNS(=O)(=O)c1ccc(CCC(=O)N2CCN(c3cccc(Cl)c3)CC2)cc1	-1.5	0.7%	-15.8	4.9%	-12.3%	-1.2%	-8.9%	-16.8%	?	-7.4%	0.7
CCc1ccc(NC(=O)NCCN2CCCCC2)cc1	?	-2.1%	1.9	?	-1.7%	-2.2%	/	0.0%	/	5.6%	0.6
COc1ccc(C(C)(C)C)cc1NC(=O)C1C2C=CC(C2)C1C(=O)O (centres undefined)	3.2	3.5%	-4.5	5.4%	0.1%	-8.3%	1.1%	3.7%	-23.6%	0.8%	0.9
COc1cccc(C(=O)CN(C(=O)c2ccc(Cl)c(Cl)c2)N2C(=O)c3ccccc3C2=O)c1	-9.8	-0.3%	-6.4	/	2.1%[0.46 µM]	-1.6%	-12.3%	-2.9%	16.3%	-5.4%	3.0
COc1ccc2c(c1)NC(c1cc(Cl)cc(Cl)c1O)c1cccn1-2 (centres undefined)	-0.4	-0.9%	6.3	1.3%	-3.5%	11.8%	1.1%	8.1%	6.2%	-2.0%	-1.7
Cc1csc(NC(=O)Cc2ccc(F)cc2)n1	0.0	?	-6.7	2.7%	-3.4%	3.55µM*	17.7%	?	-23.5%	?	1.3
N=c1c(S(=O)(=O)c2ccc(Br)cc2)cc2c(=O)n3ccccc3nc2n1C1CCCCC1	-16.5	3.7%	21.8	-9.0%	-9.7%	0.7%	-3.4%	5.2%	2.3%	-0.9%	/
CC(C)Cn1c(-c2ccco2)csc1=Nc1cccnc1	/	2.8%	16.2	0.7%	-0.5%	-3.1%	-5.2%	0.4%	-42.1%	-4.2%	-9.2
O=C(O)c1ccccc1-c1nnc2c(Cl)cc(C(F)(F)F)cn12	2.9	-11.3%	15.9	12.2%	1.6%	-0.7%[1.84 µM]	10.8%	-2.9%	-2.0%	-5.0%	1.1
CN(Cc1ccco1)C(=O)c1cc2c(s1)-c1ccc(Cl)cc1S(=O)(=O)C2	-6.1	-0.1%	4.1	13.1%	0.4%	1.3%	-24.8%	-5.1%[9.26 µM]	14.0%	-3.5%	-0.6
O=C(CSc1nnc(COc2ccccc2)o1)N1CCN(c2ccccc2)CC1	-0.3	0.8%	-1.6&4.0	/	-5.4%	0.6%	-11.8%	-0.4%	-1.3%	-2.6%	2.7
Cn1c(N)c(C(=O)COC(=O)C2CCCC2)c(=O)n(C)c1=O	22.8	4.2%	-5.5	2.8%	-0.8%	1.4%	1.3%	0.2%	?	-3.6%	1.1
COc1ccc(OC)c(C(=O)c2coc3ccc(OC(C)=O)cc23)c1	/	-17.1%	-10.8	-0.1%	0.8%	3.6%	-12.5%	0.5%	19.8%	1.2%	-1.1
Cc1ccc(/C=N/N2CCN(c3ccccn3)CC2)cc1	-5.1	9.53µM*	-0.1	/	-1.6%	?	9.0%	?	19.2%	29.5%	-4.2
C=CC[N+]1(CC=C)CCOCC1	-7.2	0.2%	-8.0	2.5%	13.7%	-3.4%	-18.7%	-0.1%	-22.7%	-8.9%	-0.4
O=C(OCC(=O)N1CCCc2ccccc21)c1ccc(Cl)nc1	7.3	2.1%	16.3	14.4%	6.9%	1.5%	-7.2%	1.1%	2.1%	-1.0%	2.5
COc1ccc(C(=O)NNC(=S)Nc2ccccc2)cc1	-17.8	10.7µM*	-0.5	2.0%	-2.1%	0.562µM*	-11.5%	?	-34.3%	2.51µM*	-0.5
O=C(NCCC1=CCCCC1)C1CCN(S(=O)(=O)c2cnc[nH]2)CC1	12.1	4.4%	22.4	4.2%	-1.1%	-0.8%	/	0.1%	23.6%[0.365 µM]	0.9%	0.7
COc1cc(C(=O)NNC(=S)NC(=O)/C=C/c2ccccc2)cc(OC)c1OC	7.4	?	-3.6	0.0%	0.2%	1.0%	3.98µM*	-1.0%	2.82µM*	-5.9%	5.0
CC1CC(C)(C)NC(=S)N1CC(=O)N1CCN(Cc2ccccc2)CC1 (centres undefined)	1.3	0.2%	-0.7	2.0%	-1.6%	0.2%	5.2%	-3.4%	-18.6%	-2.0%	1.1
CC(Sc1nc2nn(-c3ccccc3)c(=O)c-2c2n1CCCCC2)C(N)=O (centres undefined)	-13.6	-2.0%	16.9	-2.1%	1.7%	-1.8%	8.2%	-0.9%	0.0%	-1.7%	-0.2
N#Cc1ccc(Cl)cc1NC(=O)COC(=O)c1ccc2c(c1)OCCO2	-6.3	-10.7%	-13.8	-1.5%	-3.5%	-5.6%	-7.2%	0.9%	14.1%	1.2%	0.4
Cc1ccc(-c2c(C(=O)Nc3ccccc3C)c(C)[nH]c(=S)c2C#N)o1	-4.1	-12.3%	-10.3	-1.8%	-29.5%	11.3%	-23.5%	-3.8%	8.1%	-2.0%	-12.0
C/C(CC(=O)Nc1cccnc1)=N/NC(=O)COc1ccc(Cl)cc1Br	-4.3	-18.5%	10.3	1.4%	-19.1%	-3.8%	-7.8%	0.4%	-30.2%	2.1%	0.5
O=C(NCCCn1cccn1)C1CCC(=O)N(CCc2ccccc2)C1 (centres undefined)	12.1	-1.8%	-9.2	-1.7%	0.4%	-3.9%	2.8%	-0.8%	-6.1%	-3.4%	/
O=C(CN1C(=O)S/C(=C\c2ccc(Cl)cc2)C1=O)NNC(=O)c1ccccc1O	4.2	3.4%	30.0[activator]	-5.3%	6.5%	-15.2%	-2.2%	-0.4%	-5.0%[10 µM]	-2.5%	-0.3
CCCNC(=O)COC(=O)c1ccc(Cl)c(S(=O)(=O)N2CCCC2)c1	-6.0	10.7%	-9.3	6.4%	-5.5%	-2.3%	-11.4%	1.0%	11.5%	-4.5%	4.3
CC(=O)Nc1ccc2c(c1)N(C(=O)CN(C)C)c1ccccc1CC2	8.2	2.9%	7.8	7.5%	1.7%	-2.2%	-1.6%	2.1%	5.8%	-3.5%	-2.4
CCCCc1nc(SCCN2CCOCC2)c2c(=O)n(C)c(=O)n(C)c2n1	1.5	-2.4%	0.9	8.9%	4.7%	-4.6%	-2.8%	-2.6%	23.4%	-7.5%	3.2
CCOc1ccc(NS(=O)(=O)c2ccc(C(=O)NCC(c3ccc(OC)cc3)N3CCCC3)cc2)cc1 (centres undefined)	11.5	5.1%	-3.3	-11.4%	-24.4%	-3.7%	/	2.8%	/	-1.5%	/
COc1cc(Cl)c(C)cc1NC(=O)[C@@H]1CCCN1C(=O)c1cccs1	10.3	-1.3%	-19.4	-18.6%	-3.5%	2.8%	5.4%	-0.2%	8.3%	-5.0%	2.3
NS(=O)(=O)c1cccc(NC(=O)CSc2nnc3n2CCCCC3)c1	-3.6	/	9.4	5.3%	-0.1%	/	/	-1.4%	/	/	/
Cc1cc(/C(N)=N/OC(=O)c2cccc(Cl)c2)no1	0.6	6.75µM*	-8.7	0.2%	1.7%	15.4%	5.8%	?	-2.4%	1.5%	0.2
COC(=O)c1cc(OC)c(OC)cc1NC(=O)CCc1ccc(C)o1	7.9	-1.1%	8.9	-8.5%	1.3%	-2.3%	4.5%	-9.6%	-20.8%	-1.7%	0.0
CCn1nc(C)c(/C=N/NC(=O)Cn2nnc(N)n2)c1C	4.9	-3.4%	-24.7	15.0%	1.1%	-2.6%	-0.6%	8.9%	-0.1%	-0.2%	3.6
Cc1c(C(=O)OCC2CCCO2)[nH]c2c1C(=O)CC(c1ccc(N(C)C)cc1)C2 (centres undefined)	4.5	-20.2%	7.0	-23.0%	0.6%	-1.3%	-12.5%	-8.3%	?	-1.4%	1.0
CCOc1ccccc1N1CCN(C(=O)c2ccccc2SCC(=O)N2CCCC2)CC1	-5.0	-20.6%	7.3	-2.2%	1.2%	4.6%	17.1%	-8.2%	33.3%	-3.9%	/
Cc1nn(-c2c(Cl)cc(Cl)cc2Cl)c(=O)c2ccccc12	-3.2	13.4%	-5.7	2.7%	0.8%	10.5%	-12.4%	/	17.4%	5.5%	3.2
CCOc1ccc(-c2ccc(SCC(=O)NCC3CCCO3)nn2)cc1 (centres undefined)	10.9	5.36µM*	-26.2	-11.2%	-2.8%	3.16µM*	-29.7%	5.1%	?	?	0.1
COc1ccc(C(=O)NCCOc2ccccc2Cl)c(OC)c1OC	4.2	15.1µM*	0.6	23.3%	9.8%	3.16µM*	-12.1%	14.6µM*	18.0%	4.47µM*	0.8
